AMA1 RON2 block = disrupts binding of P. falciparum AMA1 to RON2. AID 720542. AlphaScreen AMA1-biotinylated RON2 peptide binding. Potency, µM (doses to about 58.2 µM), without a hit: top-dose activity change, negative = inhibition, hits mostly inhibitors. hit rate 0.2% among 360,000;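 also: potency is read from the fitted curve at half-maximal effect; 0% = vehicle wells and -100% = peptide control; nearly all actives have a fitted effect of over 45% in size; some results filed as inactive show a strong effect at the top dose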
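AMA1 (3D7) with his tag at 25 nM final met compounds first, then biotinylated RON2 peptide at 25 nM; detection used donor plus acceptor beads, 10 µg/mL apiece, read by AlphaScreen after 30 min at room temperature.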
AmpC detergent = inhibitors of E. coli AmpC beta-lactamase with detergent | AmpC hydrolysis of nitrocefin, absorbance 480 nm, 0.01% Triton | P00811 | Potency, µM (series often up to 114 µM), for the others: at the highest dose activity change, negative = inhibition, actives largely listed as inhibitors | hit rate 0.041% among 370,000;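 also: potency is read from the fitted curve at half-maximal effect; 0% = no-compound wells and -100% = no-enzyme wells; nearly all actives have a fitted effect of over 25% in size; some results filed as inactive show a strong effect at the top dose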
Target sequence (P00811 whole entry, looked up): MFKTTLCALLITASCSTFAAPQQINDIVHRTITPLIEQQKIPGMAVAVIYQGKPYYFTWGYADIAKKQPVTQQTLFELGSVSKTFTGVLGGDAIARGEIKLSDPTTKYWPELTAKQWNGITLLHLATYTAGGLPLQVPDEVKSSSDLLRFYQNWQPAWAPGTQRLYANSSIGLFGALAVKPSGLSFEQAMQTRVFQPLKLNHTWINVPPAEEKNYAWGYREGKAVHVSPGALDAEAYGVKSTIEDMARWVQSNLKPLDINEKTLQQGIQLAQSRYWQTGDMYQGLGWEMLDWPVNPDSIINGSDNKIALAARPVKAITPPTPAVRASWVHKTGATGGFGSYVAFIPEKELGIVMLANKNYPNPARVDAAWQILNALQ
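AmpC (5.3 nM in the dispensed reagent) in 20 mM phosphate pH 7.0 with 0.01% (detergent screen) or 0.0001% Triton X-100 was preincubated with compounds for 15 min at room temperature. Nitrocefin was then added from an 800 uM solution, and hydrolysis was followed at 480 nm.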
Sm TGR block = inhibitors of Schistosoma mansoni thioredoxin glutathione reductase; Q962Y6; purified TGR, DTNB reduction, TNB absorbance 405 nm; Potency, µM (highest dose often 114 µM), for inactives: at the top dose activity change, negative = inhibition, actives largely listed as inhibitors; hit rate 3% among 360,000; AID 485364; also: potency is read from the fitted curve at half-maximal effect; nearly all actives have a fitted effect of over 60% in size
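First, TGR (20 nM dispensed) and NADPH were mixed with compound. Second, a 15 min room-temperature incubation followed. Third, further NADPH and then DTNB were added to start the reaction. Finally, TNB absorbance was monitored kinetically.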
HCMV antiviral = inhibitors of human cytomegalovirus; activity change, negative = inhibition, % at 57.5 µM; HFF cells, HCMV-luciferase reporter, 72 h; stronger effect = lower value; hit rate 4.5% among 410,000; AID 1259415; in the data active = activity change below about -60%; inconclusive = no clear call, values can overlap the other calls; inactive = above about -39%
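Luciferase read-out from HCMV-luciferase-infected HFFs (MOI 1 PFU/cell) 72 h post infection at 37C; compounds added after 16 h cell attachment; activity normalized between buffer-only basal and Salinomycin (10uM) inhibitor controls.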
AmpC inh no detg = AmpC beta-lactamase inhibition without detergent; P00811; AmpC nitrocefin hydrolysis, absorbance 480 nm, 0.0001% Triton; Potency, µM (doses to about 57.1 µM), inactives show at the top dose activity change, negative = inhibition, usual class: inhibitors; hit rate 0.52% among 330,000;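 also: potency is read from the fitted curve at half-maximal effect; plate controls were no compound for no effect and no enzyme for full effect; nearly all actives have a fitted effect of over 20% in size; some results filed as inactive show a strong effect at the top dose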
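AmpC (5.3 nM in the dispensed reagent) in 20 mM phosphate pH 7.0 with 0.01% (detergent screen) or 0.0001% Triton X-100 was preincubated with compounds for 15 min at room temperature. Nitrocefin was then added from an 800 uM solution, and hydrolysis was followed at 480 nm.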
Giardia FBPA inh = Giardia lamblia aldolase inhibition; A8B2U2; purified Giardia FBPA; Potency, µM (titrated, usually from 59.6 µM), for inactives: at the highest dose activity, negative = inhibition, usual class: inhibitors; hit rate 0.71% among 290,000; AID 2451; also: potency is read from the fitted curve at half-maximal effect; nearly all actives have a fitted effect of over 55% in size
Target sequence (A8B2U2 whole entry, looked up): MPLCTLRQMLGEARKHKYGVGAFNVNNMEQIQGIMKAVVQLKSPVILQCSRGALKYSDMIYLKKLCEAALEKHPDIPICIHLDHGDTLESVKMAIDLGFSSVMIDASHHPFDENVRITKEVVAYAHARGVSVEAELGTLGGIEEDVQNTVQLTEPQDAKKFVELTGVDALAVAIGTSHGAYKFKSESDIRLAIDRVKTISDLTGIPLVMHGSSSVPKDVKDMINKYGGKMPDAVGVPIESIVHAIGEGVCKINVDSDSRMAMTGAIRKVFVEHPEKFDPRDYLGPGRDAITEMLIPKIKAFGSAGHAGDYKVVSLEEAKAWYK
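40 nM FBPA preincubated 10 min at RT with compound (up to 57.5 uM final), then substrate plus GAPDH/TPI/NAD/arsenate coupling and diaphorase/resazurin added. Fluorescence read after 20 min at RT, 525/598 nm.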
* marks the source's active call; other numbers are inactive results; [ ] = remark or other dose. Unless noted, calls follow the shape of the dose curve; as a rule, active = well fitted curve in the direction sought with a large enough effect; inconclusive = small, poorly fitted or top-dose-only effect, or another doubt; inactive = no such curve, though single readings can be large; an effect the other way counts as inactive or inconclusive. Unless noted, % is scaled to controls: 0 for no effect and ±100 for the full control effect.

A first look, two compounds:
`CC(C)(C)C(=O)Nc1ccccc1C(=O)NCc1cccnc1` gave AMA1 RON2 block -1%, AmpC detergent -9%, Sm TGR block -3%, HCMV antiviral 102, AmpC inh no detg -16% and Giardia FBPA inh 4%.
Nc1nc(CSC(=S)N2CCN(c3ccccc3)CC2)nc(Nc2ccc(F)cc2)n1 was read as AMA1 RON2 block inconclusive, AmpC detergent 0%, Sm TGR block -3%, HCMV antiviral -21, AmpC inh no detg -46% and Giardia FBPA inh -4%.

The whole of this part (from the top)
`CC(C)(C)C(=O)Nc1ccccc1C(=O)NCc1cccnc1` gave AMA1 RON2 block -1%, AmpC detergent -9%, Sm TGR block -3%, HCMV antiviral 102, AmpC inh no detg -16% and Giardia FBPA inh 4%.
Nc1nc(CSC(=S)N2CCN(c3ccccc3)CC2)nc(Nc2ccc(F)cc2)n1 was read as AMA1 RON2 block inconclusive, AmpC detergent 0%, Sm TGR block -3%, HCMV antiviral -21, AmpC inh no detg -46% and Giardia FBPA inh -4%.
For CC1=CN2C(=N)/C(=C/c3ccc([N+](=O)[O-])o3)C(=O)N=C2S1 the results were AMA1 RON2 block 0%, AmpC detergent 0%, Sm TGR block 3.5µM*, HCMV antiviral -96*, AmpC inh no detg -37% and Giardia FBPA inh inconclusive.
For Cc1ccccc1Cn1ccc(NC(=O)c2nc3ncccn3n2)n1 the results were AMA1 RON2 block -7%, AmpC detergent -11%, Sm TGR block 12%, HCMV antiviral 6, AmpC inh no detg -12% and Giardia FBPA inh 7%.
For O=C(COC(=O)c1ccc(S(=O)(=O)N2CCCC2)cc1)NCc1ccco1 the results were AMA1 RON2 block 18%, AmpC detergent 0%, Sm TGR block 40µM*, HCMV antiviral -35, AmpC inh no detg -7% and Giardia FBPA inh 6%.
For CCCCn1c(N)c(N(CCOC)C(=O)CCCc2nc3ccccc3s2)c(=O)[nH]c1=O the results were AMA1 RON2 block 2%, AmpC detergent -7%, Sm TGR block 0%, HCMV antiviral -20 and AmpC inh no detg 16%.
`Cc1ccc(NC(=O)COC(=O)c2cccnc2Cl)cc1S(=O)(=O)N1CCCCC1` gave AMA1 RON2 block -4%, AmpC detergent 0%, Sm TGR block 30%, HCMV antiviral 18, AmpC inh no detg -24% and Giardia FBPA inh -3%.
Screening COC(=O)C1=C(c2ccc(-c3ccccc3)c(F)c2)C[C@@H]2CC[C@H]1N2C(=O)NC1CCCCC1 returned AMA1 RON2 block -2%, AmpC detergent 1%, Sm TGR block 6%, HCMV antiviral -26 and AmpC inh no detg 4%.
Screening CC(=O)NC1C(Oc2ccc3c(C)cc(=O)oc3c2)OC(COC(C)=O)C(OC(C)=O)C1OC(C)=O (centres undefined) returned AMA1 RON2 block -1%, AmpC detergent -2%, Sm TGR block -3%, HCMV antiviral -33, AmpC inh no detg -17% and Giardia FBPA inh -5%.
O=C(COc1ccc(Br)cc1Cl)N1CCN(c2ccccn2)CC1 was read as AMA1 RON2 block 0%, AmpC detergent 1%, Sm TGR block -8%, HCMV antiviral inconclusive and AmpC inh no detg 73%[activator].
For CCc1ccc(-c2nc3cc(NC(=O)c4ccc(F)cc4)ccc3o2)cc1 the results were AmpC detergent 13%, Sm TGR block 3% and HCMV antiviral -20.
For O=C(NNC(=S)Nc1ccc(F)cc1)C1CC1c1ccc(Cl)cc1 (centres undefined) the results were AMA1 RON2 block 19%, AmpC detergent 2%, Sm TGR block -2%, HCMV antiviral 1, AmpC inh no detg -48% and Giardia FBPA inh 17%.
CC(=O)c1ccc(N2C(=O)N(CC(=O)c3ccc(F)cc3)c3ccccc3S2(=O)=O)cc1 was read as AmpC detergent 3%, Sm TGR block -10% and HCMV antiviral 38.
For COc1cccc(C2CC(c3ccc(Cl)cc3)Nc3nc(N)nn32)c1 (centres undefined) the results were AMA1 RON2 block 0%, AmpC detergent -12%, Sm TGR block -9%, HCMV antiviral 0, AmpC inh no detg 37% and Giardia FBPA inh -1%.
COc1cccc(CNC(=O)Cn2ncn3cccc3c2=O)c1OC was read as AMA1 RON2 block -8%, AmpC detergent -15%, Sm TGR block -11%, HCMV antiviral -21, AmpC inh no detg -19% and Giardia FBPA inh 2%.
For Cn1c(=O)[nH]c2cc(-c3noc(-c4ccc(C#N)cc4)n3)ccc21 the results were AmpC detergent -3%, Sm TGR block 8% and HCMV antiviral -4.
O=C(CCCN1C(=O)CCC1=O)Nc1cccc(C(F)(F)F)c1 was read as AMA1 RON2 block -3%, AmpC detergent inconclusive, Sm TGR block 0%, HCMV antiviral 1, AmpC inh no detg -6% and Giardia FBPA inh 1%.
C[C@@H]1COC(=O)[C@H](CC(=O)OC(C)(C)C)C/C=C\C[C@@H](CC(=O)NCCO)C(=O)N1 was read as AMA1 RON2 block 17%, HCMV antiviral -3 and AmpC inh no detg 0%.
`Cc1ccc(C(C(=O)NC2CCCCC2)N2CCC3(CC2)OCCO3)cc1` (centres undefined) gave AMA1 RON2 block -2%, AmpC detergent 1%, Sm TGR block 23%, HCMV antiviral 26, AmpC inh no detg 0% and Giardia FBPA inh 9%.
O=[N+]([O-])c1ccc(-c2c(-c3ccccc3)ncc3ccc(F)cc23)cc1 was read as AMA1 RON2 block -9%, AmpC detergent 6%, Sm TGR block inconclusive, HCMV antiviral 20 and AmpC inh no detg -15%.
Cn1cc(/C=N/n2cnc3sc4c(c3c2=O)CCCC4)c2ccccc21 was read as AMA1 RON2 block -4%, AmpC detergent 1%, Sm TGR block 4%, HCMV antiviral 30, AmpC inh no detg -13% and Giardia FBPA inh -9%.
For O=C(CSc1n[nH]c(-c2cccnc2)n1)Nc1ccc(Br)cc1 the results were AMA1 RON2 block 19%, AmpC detergent -2%, Sm TGR block -5%, HCMV antiviral 5, AmpC inh no detg -45% and Giardia FBPA inh 14µM*.
Cc1c(C(=O)N2CCCC2)oc2c1-c1nn(CC(=O)NC(C)c3ccccc3)cc1CC2 (centres undefined) was read as AmpC detergent 0%, Sm TGR block -3% and HCMV antiviral -27.
`Cc1cc(C)c(C#N)c(SCCN2CCCCC2)n1` gave AMA1 RON2 block inconclusive, AmpC detergent -1%, Sm TGR block 1%, HCMV antiviral -96*, AmpC inh no detg -13% and Giardia FBPA inh 1%.
`O=C(CSc1nc2ccc(Cl)cc2[nH]1)NC1CCCC1` gave AMA1 RON2 block -3%, AmpC detergent inconclusive, Sm TGR block -2%, HCMV antiviral 21, AmpC inh no detg -32% and Giardia FBPA inh -14%.
COC(=O)c1cccc(NC(=S)N2CCCCC2)c1 was read as AMA1 RON2 block 19%, AmpC detergent 2%, Sm TGR block -1%, HCMV antiviral -40, AmpC inh no detg 0%[2.29 µM] and Giardia FBPA inh -4%.
Screening CN(C)C(=O)c1ccc(-n2nc(C(F)(F)F)c3c2CCCC3)cc1 returned AMA1 RON2 block -3%, AmpC detergent inconclusive, Sm TGR block 25%, HCMV antiviral -1, AmpC inh no detg 87%[activator] and Giardia FBPA inh 10%.
O=C(O)CCN1C(=O)c2ccc(Oc3ccc4c(c3)C(=O)N(CCC(=O)O)C4=O)cc2C1=O was read as AMA1 RON2 block -3%, AmpC detergent inconclusive, Sm TGR block 1%, HCMV antiviral 12, AmpC inh no detg -1% and Giardia FBPA inh 7%.
For O=S(=O)(NCCSc1ccc(Cl)cc1)c1ccc(F)cc1 the results were AMA1 RON2 block 3%, AmpC detergent 1%, Sm TGR block 8%, HCMV antiviral -13, AmpC inh no detg -36% and Giardia FBPA inh -3%.
Screening Cc1cc(C)c(S(=O)(=O)N2CCCCC2CCNC(=O)C(=O)NCc2cccnc2)c(C)c1 (centres undefined) returned AMA1 RON2 block 13%, AmpC detergent 5%, Sm TGR block -13%, HCMV antiviral -38 and AmpC inh no detg 142%[activator].
`COC(=O)Nc1ccc(S(=O)(=O)N2CCCC(C(=O)N3CC(C)OC(C)C3)C2)cc1` (centres undefined) gave AMA1 RON2 block -4%, AmpC detergent 3%, Sm TGR block 0%, HCMV antiviral -31, AmpC inh no detg 7% and Giardia FBPA inh 0%.
`CCOc1cc(C#N)c(NC(=O)c2ccc(OC)c(S(=O)(=O)N3CCCCC3)c2)cc1OCC` gave AmpC detergent -2%, Sm TGR block 2% and HCMV antiviral -33.
COc1ccc(-n2cc(CN[C@H]3CCCCNC3=O)c(-c3cccc(F)c3)n2)cc1 was read as AMA1 RON2 block 3%, AmpC detergent 0%, Sm TGR block 1%, HCMV antiviral -27, AmpC inh no detg 106%[activator] and Giardia FBPA inh 2%.
`CSc1ccc(/C=N/NC(=O)COc2ccc(Br)cc2Cl)cc1` gave AMA1 RON2 block 21%, AmpC detergent -8%, Sm TGR block -1%, HCMV antiviral -4, AmpC inh no detg -20% and Giardia FBPA inh -3%.
`CC(NC(=O)Cc1ccccc1)C1COc2ccccc2O1` (centres undefined) gave AMA1 RON2 block 16%, AmpC detergent 3%, HCMV antiviral -37, AmpC inh no detg -20% and Giardia FBPA inh 3%.
COc1ccc(NC(=O)C(C)Sc2nnc(C3CC3)n2C2CC2)cc1 (centres undefined) was read as AMA1 RON2 block 0%, AmpC detergent 2%, Sm TGR block 4%, HCMV antiviral -26 and AmpC inh no detg -10%.
Screening CC(OC(=O)c1ccc(S(=O)(=O)NCc2ccco2)cc1)C(=O)Nc1ccccc1 (centres undefined) returned AMA1 RON2 block -2%, HCMV antiviral -24 and AmpC inh no detg -33%.
COc1ccc(NC(=O)CN(C)C(=O)c2cc(-c3ccco3)nc3ccccc23)cc1 was read as AMA1 RON2 block -24%, AmpC detergent -9%, Sm TGR block 5µM*, HCMV antiviral -28 and AmpC inh no detg -18%.
For CCN(CC(=O)NC1CCS(=O)(=O)C1)C(=O)c1ccc(S(=O)(=O)N(CC)CC)cc1 (centres undefined) the results were AMA1 RON2 block -4%, AmpC detergent -11%, Sm TGR block 5%, HCMV antiviral 18 and AmpC inh no detg -24%.
Screening COc1ccc(C(=O)c2cn[nH]c2-c2cc(C)ccc2O)cc1 returned AMA1 RON2 block 129%[activator], AmpC detergent 2%, Sm TGR block 5%, HCMV antiviral -14, AmpC inh no detg -24% and Giardia FBPA inh 13%.
For O=C(CN1N=C(c2ccc(Cl)cc2)CCC1=O)NCc1ccc(F)cc1 the results were AmpC detergent -3%, Sm TGR block 7% and HCMV antiviral 88.
For CC(C)c1ccc(-c2nnn(CC(=O)N3CCCCC3)n2)cc1 the results were AMA1 RON2 block -2%, AmpC detergent -18%, Sm TGR block -25%, HCMV antiviral 24, AmpC inh no detg 18% and Giardia FBPA inh 10%.
C=CCNc1nc(-c2ccccn2)nnc1-c1ccccc1 was read as AMA1 RON2 block inconclusive, AmpC detergent 3%, Sm TGR block -10%, HCMV antiviral -103*, AmpC inh no detg -1% and Giardia FBPA inh inconclusive.
For COC(C(=O)Nc1ccnn1C1CCN(Cc2ccccn2)CC1)c1ccccc1 (centres undefined) the results were AMA1 RON2 block 74%[activator], AmpC detergent 2%, Sm TGR block 0%, HCMV antiviral 19 and AmpC inh no detg -7%.
